# Assay outcomes: PubChem, The Scripps Research Institute Molecular Screening Center
# GPR151 ag: activators of human GPR151, primary screen, cell-based, PathHunter beta-arrestin, luminescence; G-protein coupled receptor 151 (Homo sapiens), Q8TDV0; activation, % at 11.2 µM; AID 1508602, 2020; PathHunter beta-arrestin GPR151 cells; hit rate 1% among 650,000; in the data active = activation above about 4.9%;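 also: 0% = median of compound wells and 100% = cells with positive control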
# FBW7 activator: FBW7 E3 ligase activators, primary screen, biochemical, AlphaScreen, human. AlphaScreen FBW7–phospho-cyclin E peptide binding, activator screen. normalized activity (activation), % at 26.1 µM. hit rate 0.13% among 650,000; in the data active = normalized activity above about 1.9%;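 also: purified mutant Fbw7 with reduced substrate affinity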
# Target sequence (Q969H0 whole entry, looked up): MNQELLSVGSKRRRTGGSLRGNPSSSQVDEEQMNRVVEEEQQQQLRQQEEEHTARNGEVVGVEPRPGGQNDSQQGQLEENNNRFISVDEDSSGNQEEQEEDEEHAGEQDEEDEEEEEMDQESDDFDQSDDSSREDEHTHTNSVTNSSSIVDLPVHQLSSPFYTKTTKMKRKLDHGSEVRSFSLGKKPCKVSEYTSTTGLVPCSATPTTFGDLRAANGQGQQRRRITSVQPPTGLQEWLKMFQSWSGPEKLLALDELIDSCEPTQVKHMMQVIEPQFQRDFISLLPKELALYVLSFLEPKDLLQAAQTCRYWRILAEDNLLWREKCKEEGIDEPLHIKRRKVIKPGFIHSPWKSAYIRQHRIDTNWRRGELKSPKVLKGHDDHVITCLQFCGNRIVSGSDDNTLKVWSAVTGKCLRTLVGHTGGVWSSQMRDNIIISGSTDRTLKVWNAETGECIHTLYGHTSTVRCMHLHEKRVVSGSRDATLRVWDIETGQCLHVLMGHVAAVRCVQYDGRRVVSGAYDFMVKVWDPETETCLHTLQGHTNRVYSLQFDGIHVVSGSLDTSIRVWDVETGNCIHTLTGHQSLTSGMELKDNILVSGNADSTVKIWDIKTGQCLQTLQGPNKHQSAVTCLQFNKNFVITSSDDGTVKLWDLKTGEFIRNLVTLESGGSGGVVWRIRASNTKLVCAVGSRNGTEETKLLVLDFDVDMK
# MITF inh: MITF inhibitors, primary screen, biochemical, AlphaScreen, human; Microphthalmia-associated transcription factor (Homo sapiens), O75030; inhibition, % at 2.6 µM; AlphaScreen MITF homodimerization, bead proximity signal; hit rate 0.91% among 650,000; AID 1259374, 2018; in the data active = inhibition above about 50%;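 also: 0% = vehicle wells with protein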
# TEAD-YAP block: TEAD-YAP interaction inhibition, primary screen, TEAD-YAP interaction inhibitor project, luminescence, HEK-TIYL cells; hit rate 1.4% among 640,000; inhibition, % at 9.12 µM; AID 1259422, 2018; TEAD-Gal4/YAP UAS-luciferase luminescence; in the data active = inhibition above about 32%;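 also: 0% = median of test compound wells and 100% = reference inhibitor wells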
# Starred values were filed as active, the others as inactive; & = joins results of further samples.
SMILES,GPR151 ag,FBW7 activator,MITF inh,TEAD-YAP block
S=C(NCc1ccco1)N1CCN(c2ncccn2)CC1,-1.0,0.7,13,-5
O=C(NCC1CCCN(C(=O)c2cscn2)C1)c1ccc(-c2ccccc2)cc1 (stereo not drawn),0.4,0.3,-6,0
CC(=O)N1CCN(C(=O)c2ccc(C#N)cc2)CC1,0.0,0.1,2,0
COc1cc(NC(=O)c2ccccc2[N+](=O)[O-])c(OC)cc1NC(=O)c1ccccc1,-1.7,0.0,12,5
CN1CCCCC1C(=O)NCc1nc(N2CCCC2)c2cc(Cl)ccc2n1 (stereo not drawn),-0.2,-0.1,6,11
NS(=O)(=O)c1ccc(CCNC(=O)CSc2nc3ccsc3c(=O)n2CCCCCC(=O)O)cc1,-0.5,0.0,-12,10
COc1cc2ccccc2cc1C(=O)N=c1sc2cc(C)ccc2n1C,-0.8,0.2,-5,12
COc1cc(/C=C/c2c([N+](=O)[O-])c(=O)n(C)c(=O)n2C)ccc1OCc1ccccc1,-1.5,0.1,-15,-9
Cc1ccsc1CN1CCC(O)(c2ccc(Br)cc2)CC1,0.5,0.3,-15,-6
CN1CCN(C(=O)CC2C(=O)NCCN2Cc2c(F)cccc2Cl)CC1 (stereo not drawn),-1.1,0.3,12,11
Cc1ccsc1/C=C\c1nc(O)c([N+](=O)[O-])c(=O)[nH]1,0.3,-0.1,-6,7
CCn1cc(CN2CCN3C(=O)[C@@H]4CSCN4C(=O)[C@H]3C2)c(C)n1,-0.7,-0.1,-2,-1

# 4 structures out of the list, sorted by formula weight, descending.
SMILES,GPR151 ag,FBW7 activator,MITF inh,TEAD-YAP block
O=C(NCC1CCCN(C(=O)c2cscn2)C1)c1ccc(-c2ccccc2)cc1 (stereo not drawn),0.4,0.3,-6,0
CN1CCCCC1C(=O)NCc1nc(N2CCCC2)c2cc(Cl)ccc2n1 (stereo not drawn),-0.2,-0.1,6,11
Cc1ccsc1CN1CCC(O)(c2ccc(Br)cc2)CC1,0.5,0.3,-15,-6
CC(=O)N1CCN(C(=O)c2ccc(C#N)cc2)CC1,0.0,0.1,2,0

# Additional results follow.
SMILES,GPR151 ag,FBW7 activator,MITF inh,TEAD-YAP block
O=C(CSCC(=O)Nc1ccccc1)N/N=C/c1c(O)ccc2ccccc12,-1.5,-0.1,-51,74*
O=C(c1ccc(Cl)cc1)c1coc2ccccc2c1=O,0.7,-0.1,-12,-7
O=C(CCCn1c(SCc2cccc([N+](=O)[O-])c2)nc2ccccc2c1=O)NCC1CCCO1 (stereo not drawn),-1.5,-0.3,0,1
Cc1cc(C)c(Nc2nnc(C)c(=O)[nH]2)c(C)c1,0.0,-0.1,10,-3
COc1ccc(N2C(=O)/C(=C/c3ccc(OC)c(Br)c3)C=C2c2ccccc2)cc1,1.7,0.0,-2,-12
O=C(CCCc1c[nH]c2ccccc12)N1CCN(c2ccc(N3CCOCC3)nn2)CC1,0.6,0.1,8,-1
CCOC(=O)N1CCc2c(sc(NC(=O)/C=C/c3ccccc3)c2C(N)=O)C1,-1.7,0.2,7,40*
CC(C)N1CCc2c(sc(NC(=O)CCOc3ccccc3)c2C(N)=O)C1,1.3,0.2,19,-13
O=C(Cc1cn(-c2ccc(Cl)nn2)c2ccccc12)Nc1ccc2c(c1)OCO2,-1.3,-0.1,2,-6
Cc1cc(C(=O)NCc2ccc(F)cc2)on1,0.4,0.7,0,5
CCOc1ccc(S(=O)(=O)NC(=O)c2ccccc2)cc1,-0.9,0.1,17,2
O=C(NCCOc1ccccc1)c1csc(Nc2ccc(C(F)(F)F)cc2)n1,-0.2,0.1,-6,-2
OC(CNC1CCCC1)COc1ccc2c(c1)OCO2 (stereo not drawn),0.5,0.7,8,5
O=C(c1cnc2scc(-c3ccc(Cl)cc3)n2c1=O)N1CCCC1,2.2,0.6,10,-1
O=C(c1ccccc1Br)N1CCN(c2ccc(F)cc2[N+](=O)[O-])CC1,-1.0,0.0,9,13
CSCCCNC(=O)CC1C(=O)NCCN1Cc1c(F)cccc1Cl (stereo not drawn),1.4,0.0,0,2
CCOC(=O)C1=C(C)N=c2s/c(=C\c3cn(Cc4ccccc4F)c4ccccc34)c(=O)n2C1c1ccc(N(C)C)cc1 (stereo not drawn),-0.7,-0.1,10,-1
COc1ccc(OCC(=O)N(Cc2nc(-c3ccc(C)cc3)no2)C(C)C)cc1,0.6,0.1,17,0
CC(=O)N1CCc2cc(Br)cc(S(=O)(=O)N3CCN(c4cccc(C(F)(F)F)c4)CC3)c21,0.9,-0.2,-1,-5
Cc1ccc(NC(=O)CSc2nnc(C)s2)c(Br)c1,-0.9,0.0,-1,-3
Cc1noc(NS(=O)(=O)c2ccc(NC(=O)CCN3C(=O)c4ccccc4C3=O)cc2)c1C,-1.0,-0.1,2,3
O=C(NCCN1CCOCC1)c1cc(Nc2ccc(C(F)(F)F)cc2)nc2ccccc12,-1.1,0.1,-13,-7
COc1ccc(C2=N/C(=C\c3ccccc3F)C(=O)O2)cc1[N+](=O)[O-],-0.6,0.0,-11,-1
COc1ccc(-c2nc(C)c(CCNS(=O)(=O)c3ccc(OC)c(OC)c3)s2)cc1,-0.2,0.1,-2,-10
NC(=O)C1CCN(C(=O)C2CCN(S(=O)(=O)c3ccc(-n4cnnn4)cc3)CC2)CC1,0.1,-0.1,-6,-1
O=C1CN(C(=O)COc2ccc(Br)cc2Cl)c2ccccc2N1,-0.9,0.7,-10,6
Cc1ccccc1C1CCN(CCNC(=O)CCC2(Cc3ccco3)CCC(=O)N2)C1 (stereo not drawn),-1.6,-0.1,-15,-3
CC1Cc2ccccc2N1CC(=O)Nc1cc(S(=O)(=O)N2CCOCC2)ccc1Cl (stereo not drawn),1.6,-0.2,-8,2
COCCCNC(=O)c1sc2nc(C)cc(C)c2c1-n1cccc1,2.8,0.1,-12,-8
COc1ccc(-c2ccc(SCC(=O)NCc3ccco3)nn2)cc1OC,-0.4,-0.1,12,-12
COc1ccc(Cc2nc3c4c5c(sc4ncn3n2)CCCC5)cc1,-2.0,0.1,13,3
O=C(NCc1cccs1)c1cnn2c(C(F)(F)F)cc(-c3ccco3)nc12,-1.1,0.0,4,-8
O=C1NC(=O)C(CCCCC2(c3ccccc3)NC(=O)NC2=O)(c2ccccc2)N1 (stereo not drawn),-0.1,0.5,-6,0
CC(=O)Nc1cccc(NC(=O)c2oc3ccccc3c2C)c1,3.6,0.2,7,-46
COc1ccc(N(CC(O)Cn2c3ccccc3c3ccccc32)S(C)(=O)=O)cc1 (stereo not drawn),0.6,-0.1,-3,-10
O=C1C(c2ccccc2)C(c2ccccc2)NC(c2ccccc2)C1c1ccccc1 (stereo not drawn),1.2,-0.2,-12,-3
COc1cc(/C=C2\C(=O)N(c3cccc(Cl)c3)N=C2C)cc(OC)c1OC,0.9,-0.9,-9,2
O=C(Nc1ccc2c(c1)CN(C(=O)CC1=CCCCC1)CC2)C1CCCO1 (stereo not drawn),1.4,-0.2,-2,-12
COc1ccc(C(=O)Nc2ccccc2-c2nnn(CC(=O)NCc3ccco3)n2)cc1,-0.6,0.0,1,-55
CC(=O)c1ccc(NC(=O)c2sc3nc4n(c(=O)c3c2C)CCCC4)cc1,-0.3,-0.1,7,-1
Cc1ccc(=O)n(C(C(=O)NC(C)c2ccccc2)C(=O)c2ccc(F)cc2)c1 (stereo not drawn),-0.2,0.2,1,1
COc1cccc(S(=O)(=O)Nc2ccc(C(=O)NCCc3ccccc3)cc2)c1,3.3,0.6,4,-5
NCC1CCN(Cc2ccccc2Cl)CC1,-1.1,0.2,22,4
Cc1ccc(N=C(NOCc2ccccc2)c2nonc2N)cc1,-0.4&-1.4,-0.1&0.0,1&-4,1&-4
CC12c3ccccc3C(C)(c3ccccc31)C1C(=O)N(c3cccc([N+](=O)[O-])c3)C(=O)C12 (stereo not drawn),-2.1,0.1,-15,-1
COc1ccc(CCN2C(=O)CC(C(=O)Nc3ccc(F)cc3)SC2=Nc2ccccc2)cc1OC (stereo not drawn),-2.0,0.6,19,10
CCN(CC)C(=O)C1CCCN(c2nc(Nc3ccc(Oc4ccccc4)cc3)nc(N(CC)CC)n2)C1 (stereo not drawn),-2.5,-0.1,3,-3
CCN1CCN(Cc2ccc(NC(=O)Nc3ccccc3Cl)cc2)CC1,-0.2,-0.1,19,34*

# Complete entries, looked up by structure. Values in the order: GPR151 ag	FBW7 activator	MITF inh	TEAD-YAP block
# `COc1cccc(S(=O)(=O)Nc2ccc(C(=O)NCCc3ccccc3)cc2)c1` is entered as 3.3	0.6	4	-5
# `O=C(c1ccccc1Br)N1CCN(c2ccc(F)cc2[N+](=O)[O-])CC1` is entered as -1.0	0.0	9	13
# `O=C(CCCc1c[nH]c2ccccc12)N1CCN(c2ccc(N3CCOCC3)nn2)CC1` is entered as 0.6	0.1	8	-1

# Next section:
SMILES,GPR151 ag,FBW7 activator,MITF inh,TEAD-YAP block
COc1ccc(OC)c(CN2CCN(Cc3cccnc3)CC2)c1,-0.9,0.1,82*,11
O=C(OCC(F)(F)C(F)F)c1ccccc1C(=O)n1nnc2ccccc21,0.9,0.1,12,-5
O=C(CSc1nc2ccc([N+](=O)[O-])cc2[nH]1)Nc1ccc2c(c1)OCO2,0.0,-0.1,4,-7
Cc1ccc2c(c1)nnn2C1CCN(CC(=O)Nc2cccc3ccccc23)CC1,-0.3,0.3,10,12
COc1cccc(NC(=O)C2CCC(C(=O)Nc3cccc(OC)c3)CC2)c1 (stereo not drawn),-0.1,0.1,6,13
Cc1ccc(N2CC(C(=O)Nc3ccc(Br)c(C)c3)CC2=O)cc1 (stereo not drawn),-1.7,0.5,18,3
COc1ccccc1N1C(=O)CC(Sc2nc(C)cc(C)n2)C1=O (stereo not drawn),2.4,0.2,12,-2
COC1CCCC(C(=O)Nn2c(C3CC3)nc3cc(Cl)ccc3c2=O)C1 (stereo not drawn),-0.9,0.4,11,17
c1ccc(Cn2cc(-c3cnc4ccc(NCc5ccc6c(c5)OCO6)nn34)cn2)cc1,0.6,0.0,13,5
FC(F)(F)c1cccc(CNCc2cccnc2)c1,0.5,-0.1,43,0
O=C(c1ccc(-c2cc3ccccc3s2)nc1N1CCOCC1)N1CCC[C@H]1CO,0.0,-0.1,-5,-12
Cc1nc2sccn2c1CN1CCCC(N2CCC(CO)CC2)C1 (stereo not drawn),0.8,-0.1,-2,1
COc1ccc(C2Nc3ccccc3C(=O)N2c2ccccc2)cc1Cn1nc(C)c([N+](=O)[O-])c1C (stereo not drawn),-0.7,-0.1,16,-14
CCCCOc1ccc(/C=C(\C#N)c2nc(-c3ccc(C)cc3)cs2)cc1,-0.5,-0.1,2,-1
OCc1cccc(-c2cnn3c(NCCCN4CCOCC4)ccnc23)c1,-1.4,0.0,-4,28
COc1ccccc1OCCOc1c(I)cc(/C=C2/C(=N)N3N=C(C(C)C)SC3=NC2=O)cc1OC,-0.2,-0.1,-9,-18
Cn1cc(S(=O)(=O)Nc2ccc3c(c2)OCCO3)c(=O)n(C)c1=O,1.1,0.5,15,12
CCOCCCNC(=O)C1CCCN(C(=O)Nc2ccc(F)cc2)C1 (stereo not drawn),0.5,0.2,-15,2
CCCCOc1ccc(C(=O)N/C(=C/c2ccc(Cl)cc2)C(=O)NCCCO)cc1,-0.9,0.0,8,6
CCc1cc2c(=O)c(-c3nc4ccccc4n3C)c(C(F)(F)F)oc2cc1O,-2.2,-0.1,1,-5
COc1ccc(C2CC(C(F)(F)F)n3nc(C(=O)N4CCN(c5ccc(F)cc5)CC4)c(Cl)c3N2)cc1 (stereo not drawn),1.1,0.1,6,15
CCOc1ccc(N=C2SC(C(=O)O)CC(=O)N2Cc2ccc3c(c2)OCO3)cc1 (stereo not drawn),2.8&1.3,0.3&0.1,8&9,8&11
Cc1ccc(/C=C/C(=O)c2c(O)c3ccccc3oc2=O)c(C)c1,-0.4,0.0,-1,9
O=C(CS(=O)(=O)c1ccc(F)cc1)Nc1nccs1,-0.1,-0.1,-1,8
Nn1c(SCCOc2ccc(Cl)cc2)nnc1-c1cccs1,2.0,0.1,-4,-2
COc1ccccc1-c1cc(=O)[nH][nH]1,-1.8,-0.2,9,-2
Cc1ccc(C(=O)N2CCCC2)cc1NC1=NC2CS(=O)(=O)CC2S1 (stereo not drawn),1.4,-0.3,10,-6
Cc1ccc2c(c1)C(c1ccccc1)CC(C)N2C(=O)c1ccco1 (stereo not drawn),0.2,0.0,-1,50*
COc1ccc(CCNS(=O)(=O)c2ccc(F)c(C(=O)Nc3ccc(C(C)C)cc3)c2)cc1OC,0.4,0.0,-6,-2
COc1ccc(C(=O)Nc2sc(Cc3ccccc3)cc2C(N)=O)cc1[N+](=O)[O-],3.7,0.1,5,12
COCCNC(=O)CCN1N=C(c2ccc(OC)cc2)CCC1=O,-0.7,0.7,-2,2
O=C(OC(CN1CCOCC1)CN1CCOCC1)C1=COCCO1,-1.2,0.3,11,2
Oc1ccccc1-c1nnc2n1N=C(c1ccc(Br)s1)CS2,-0.9,0.0,-9,-7
CCOc1ccccc1NC(=O)Nc1ccc([N+](=O)[O-])cc1OC,1.9,-0.1,8,17
